Assay outcomes: PubChem BioAssay, National Center for Advancing Translational Sciences (NCATS)
HTT aggregate = inhibitors of mutant huntingtin aggregate formation in PC12 cells | PC12 HttQ103-GFP aggregates, Acumen cytometry, 40 h | Potency, µM (titrated, usually from 46.1 µM), for inactives: at the highest dose activity change, negative = inhibition, hits mostly inhibitors | hit rate 1.1% among 220,000 | AID 1688; further: on the % scale 0 is the no-effect control and ±100 the full control effect; nearly all actives have a fitted effect of over 60% in size
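Compounds (qHTS titration) were added to PC12 cells expressing an ecdysone-driven HTT exon 1 Q103–GFP fusion after induction with 100 nM tebufenozide. Aggregate formation was measured as GFP objects in cell lysates.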
GAA spleen mod = lysosomal alpha-glucosidase (human) modulation | P10253 | human spleen homogenate, 4-MU-alpha-glucoside fluorescence | Potency, µM (series often up to 79.9 µM), for the others: at the highest dose activity change, negative = inhibition, most hits filed as inhibitors | hit rate 0.006% among 240,000 | AID 2112;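 further: 0% = enzyme with vehicle and -100% = no enzyme basal signal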
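Enzyme source: human spleen homogenate, 1 ug/well. Buffer 50 mM citric acid/K phosphate pH 5.0, 0.01% Tween-20. 4-MU-alpha-glucoside 1 mM; 37 C x 40 min; NaOH/glycine stop; fluorescence.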
RGS12 GoLoco inh = inhibitors of human Gai1-RGS12 GoLoco interaction (red fluorophore); P63096; Gai1:RGS12 GoLoco peptide FP, rhodamine, 10 min; Potency, µM (titrated, usually from 61.6 µM), for inactives: top-dose activity, negative = inhibition, most hits filed as inhibitors; hit rate 0.44% among 230,000; AID 880; active means well fitted inhibition curve with a large enough effect, not every such curve was filed as active; inactive means no such curve, though single readings can be large or run the other way; further: on the % scale 0 is the no-effect control and ±100 the full control effect; nearly all actives have a fitted effect of over 30% in size; many of its hits are not listed in these tables
Target sequence (P63096 whole entry, looked up): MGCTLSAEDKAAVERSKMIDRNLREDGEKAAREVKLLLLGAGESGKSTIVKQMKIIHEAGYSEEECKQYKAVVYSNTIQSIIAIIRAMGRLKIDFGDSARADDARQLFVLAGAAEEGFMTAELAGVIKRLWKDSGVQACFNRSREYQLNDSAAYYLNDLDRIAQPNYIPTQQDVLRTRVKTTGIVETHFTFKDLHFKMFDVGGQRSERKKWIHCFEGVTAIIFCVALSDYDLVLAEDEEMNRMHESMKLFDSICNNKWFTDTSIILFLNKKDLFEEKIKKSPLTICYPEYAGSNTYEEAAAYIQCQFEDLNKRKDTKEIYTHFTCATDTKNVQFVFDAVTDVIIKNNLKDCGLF
GAA glycogen = GAA glycogen-cleavage inhibition or activation; P10253; recombinant GAA, glycogen substrate, Amplex Red glucose oxidase fluorescence; Potency, µM (doses to about 76.4 µM), without a hit: at the top dose activity change, negative = inhibition, hits mostly inhibitors; hit rate 0.38% among 300,000;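 further: 0% = full enzyme reaction and -100% = no-enzyme basal signal; the screen sought inhibitors and activators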
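Recombinant human enzyme (4 nM); glycogen substrate; 37 C, 40 min, pH 5.0. Readout: coupled glucose oxidase/Amplex Red fluorescence.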
GAA inhib = blocks human lysosomal alpha-glucosidase. AID 1466. purified human GAA, 4-MU-alpha-glucoside fluorescence. Potency, µM (series often up to 76.9 µM), for inactives: at the top dose activity change, negative = inhibition, hits mostly inhibitors. hit rate 0.005% among 200,000;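 further: plate controls were uninhibited enzyme wells for no effect and no-enzyme background for full effect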
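qHTS format, compound range up to 77 uM. Human lysosomal enzyme at 4 nM, 400 uM 4-MU glucoside substrate, pH 5.0, 20 min room temperature; fluorescence after alkaline stop gives activity normalized to controls.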
HTT ATP protect = Huntington cell model cytoprotection by ATP luminescence | Potency, µM (titrated, usually from 56.4 µM), without a hit: cytoprotection (ATP increase), most hits filed as activators | hit rate 0.14% among 230,000 | PC12 HTT-Q103 induced, cytoprotection, ATP luminescence, 40 h | AID 1471;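 further: % of control where 0% means no effect; nearly all actives have a fitted effect of over 45% in size; toxic huntingtin expression switched on by the ecdysone agonist tebufenozide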
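Stable PC12 Q103-GFP cells in serum-supplemented, phenol red-free DMEM; induction by tebufenozide at 100 nM final; compound dose series; cell viability quantified luminescently from ATP.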
IMPase Li inh = IMPase inhibition in cells with lithium potentiation; hit rate 0.35% among 210,000; Potency, µM (series often up to 59.4 µM), for inactives: at the highest dose activity, negative = IMPase inhibition, most hits filed as inhibitors; CHO-M1 cells, IP1 TR-FRET (IP-One), carbachol + lithium;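 further: IP1 builds up when IMPase is blocked and the TR-FRET signal falls; plate controls were basal vehicle for no effect and high inhibitor control for full effect; nearly all actives have a fitted effect of over 50% in size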
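IP1 accumulation measured by competitive TR-FRET in lysed CHO-M1 cells after 30 min compound exposure at 37C, with a small lithium addition to potentiate weak responses. Hill-equation AC50 from ratio and donor-channel data.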
* marks the source's active call; other numbers are inactive results; ? = inconclusive; · = no result given; [ ] = another dose, or the depositor's remark. Unless noted, the call rests on the fitted dose curve; in most records, active means well fitted curve in the direction sought with a large enough effect; inconclusive means small, poorly fitted or top-dose-only effect, or another doubt; inactive means no such curve, though single readings can be large; an effect the other way counts as inactive or inconclusive. Potency means the concentration at half of the fitted maximal effect.

molecule,HTT aggregate,GAA spleen mod,RGS12 GoLoco inh,GAA glycogen,GAA inhib,HTT ATP protect,IMPase Li inh
CCN(CC)S(=O)(=O)c1ccc(N2CCOCC2)c(NC(=O)C2COc3ccccc3O2)c1 (configuration not stated),-2%,1%,10%,4%,6%,-7%,-1%
S=C(N/N=C1\CCc2ccccc21)NC1CCCCC1,-21%,-1%,-1%,-22%,?,0%,5%
O=C(COc1ccc(-c2nnc(N3CCCCC3)c3ccccc23)cc1)N1CCCCC1,-29%,5%,8%,6%,-2%,23%[10 µM],4%
CCOc1ccc(C(CC(=O)O)NC(=O)c2cccs2)cc1 (configuration not stated),8%,4%,-7%,-5%,?,·,-4%
C=CCn1c(=O)/c(=C/c2cc(OC)c(OC)c(OC)c2)s/c1=C(/C#N)c1nc2ccccc2n1C,-20%,-1%,12%,8%,-6%,-33%,?
CC(C)c1ccccc1NC(=S)NC1CCN(Cc2ccccc2)CC1,-16%,-6%,0%,-5%,?,42%[10 µM],3%
COCCn1c(SCC#N)nnc1-c1ccc([N+](=O)[O-])cc1,-7%,-1%,-7%,-9%,7%,?,9%
O=C(CSc1nnc(CNc2ccc(F)cc2)n1CC1CCCO1)Nc1ccccc1 (configuration not stated),-16%,-13%,6%,-1%,-10%,19%[1.9 µM],9%
COCC(C)n1c(C)cc(C(=O)COC(=O)CN=C2NS(=O)(=O)c3ccccc32)c1C (configuration not stated),11%,3%,76%[activator],3%,7%,-20%[10 µM],-8%
Cc1cc([N+](=O)[O-])nn1CC(=O)Nc1cccc2nonc12,25%,-5%,32%[activator],18%,-1%,·,4%
COc1ccc(S(=O)(=O)c2ccc(OCC3CO3)cc2)cc1 (configuration not stated),10%,6%,1%,-2%,-3%,-9%[10 µM],-3%
COC(=O)c1c(NC(=O)/C=C/C(=O)O)sc(C)c1-c1ccc(C)cc1,-4%[9.22 µM],-5%,7%,-10%,-10%,-27%[10 µM],-1%
Cc1onc(-c2ccccc2)c1C(=O)N/N=C(\N)COc1ccc(Cl)cc1,-26%,7%,9%,7%,10%,19%[10 µM],-7%
Cc1cc(=O)n2[nH]c(N)c(N=Nc3ccccc3)c2n1,-25%,-5%,2%,10%,-4%,·,10%
COc1ccc(/C=N/N2CCN(C)CC2)cc1OC,-5%,1%,4%,-22%,3%,3%[10 µM],5%[38.3 µM]
CCN(CC)C(=O)CSc1nc2ccc(NC(=O)CSc3nnc(COc4ccccc4C)n3C)cc2s1,4%,-7%,7%,-3%,1%,-5%,-4%[38.3 µM]

Reprinted from above, 9 compounds:
molecule,HTT aggregate,GAA spleen mod,RGS12 GoLoco inh,GAA glycogen,GAA inhib,HTT ATP protect,IMPase Li inh
C=CCn1c(=O)/c(=C/c2cc(OC)c(OC)c(OC)c2)s/c1=C(/C#N)c1nc2ccccc2n1C,-20%,-1%,12%,8%,-6%,-33%,?
CC(C)c1ccccc1NC(=S)NC1CCN(Cc2ccccc2)CC1,-16%,-6%,0%,-5%,?,42%[10 µM],3%
COCCn1c(SCC#N)nnc1-c1ccc([N+](=O)[O-])cc1,-7%,-1%,-7%,-9%,7%,?,9%
O=C(CSc1nnc(CNc2ccc(F)cc2)n1CC1CCCO1)Nc1ccccc1 (configuration not stated),-16%,-13%,6%,-1%,-10%,19%[1.9 µM],9%
COCC(C)n1c(C)cc(C(=O)COC(=O)CN=C2NS(=O)(=O)c3ccccc32)c1C (configuration not stated),11%,3%,76%[activator],3%,7%,-20%[10 µM],-8%
Cc1cc([N+](=O)[O-])nn1CC(=O)Nc1cccc2nonc12,25%,-5%,32%[activator],18%,-1%,·,4%
COc1ccc(S(=O)(=O)c2ccc(OCC3CO3)cc2)cc1 (configuration not stated),10%,6%,1%,-2%,-3%,-9%[10 µM],-3%
COC(=O)c1c(NC(=O)/C=C/C(=O)O)sc(C)c1-c1ccc(C)cc1,-4%[9.22 µM],-5%,7%,-10%,-10%,-27%[10 µM],-1%
Cc1onc(-c2ccccc2)c1C(=O)N/N=C(\N)COc1ccc(Cl)cc1,-26%,7%,9%,7%,10%,19%[10 µM],-7%

Later entries.
molecule,HTT aggregate,GAA spleen mod,RGS12 GoLoco inh,GAA glycogen,GAA inhib,HTT ATP protect,IMPase Li inh
CCC(Sc1ccccn1)C(=O)Nc1nnc(C)s1 (configuration not stated),-8%,-8%,5%,1%,1%,2%,25%[38.3 µM]
C=CCOc1ccc2oc(=O)cc(C)c2c1,-7%,3%,12%,-3%,?,57%[0.074 µM],3%
O=[N+]([O-])c1ccc(OCC(O)CN(CCO)CCO)cc1 (configuration not stated),4%,-9%,11%,10%,?,·,-3%
CCOC(=O)C(=O)Nc1cccc(C(=O)OCC)c1,-7%,3%,5%,4%,0%,·,-6%
O=C(c1ccccc1NS(=O)(=O)c1ccc(Cl)cc1)N1CCc2ccccc21,-8%,-10%,2%,-1%,-8%,3%[10 µM],6%
COC(=O)c1c(C(=O)OC)c2cc(C(=O)c3ccccc3)ccn2c1Cl,?,2%,3%,-4%,2%,-13%[10 µM],8%
CN(c1nc2nonc2nc1NC1CC1)C1CCOC1 (configuration not stated),22%[9.22 µM],1%,6%,15%,5%,20%[10 µM],8%
COc1ccc(-c2cnc(N)nc2-c2ccc(OCc3ccccc3)cc2O)cc1,-7%[9.22 µM],-2%,7%,-6%,-5%,14%[10 µM],·
Cn1c(CSCc2ccc(F)cc2)nnc1SCC(=O)Nc1cccc(C(=O)O)c1,18%[9.22 µM],4%,-2%,2%,·,16%[10 µM],·
COC(=O)c1sccc1-c1ccc(C(N)=O)o1,2%[9.22 µM],-5%,6%,-9%,9%,24%,5%
O=C(Nc1ccc(CN2CCOCC2)cc1)c1ccc(-c2ccc(Cl)cc2Cl)o1,?,-18%,20%,-10%,7%,-44%[inhibitor],15%
Cc1ccc(Nc2nnns2)cc1,7%,0%,-10%,5%,3%,-25%,18%[38.3 µM]
O=C(CN1C(=O)COc2ccccc21)Nc1ccc(F)cc1,23%,-2%,11%,?,-1%[15.4 µM],-6%,-10%[38.3 µM]
CC1CCCCC1NC(=O)COC(=O)c1ccccn1 (configuration not stated),-12%,-1%,4%,-7%,6%,-2%,-6%[38.3 µM]
CC1CCC2(CC1)NC(=O)N(CC(=O)c1cccn1C)C2=O (configuration not stated),-4%,0%,0%,11%,-6%,-3%,-5%[38.3 µM]
CCOCCCn1c(=S)[nH]c2cc(C(=O)NCCN(CC)CC)ccc2c1=O,-7%,-3%,-7%,12%,?,-4%,3%[38.3 µM]
Cc1ccc(C)c(-n2[nH]c3c4c(ccc3c2=O)C(=O)c2ccccc2C4=O)c1,?,-2%,-1%,-3%,1%,-2%[10 µM],7%
CCn1c2ccccc2c2cc(NS(=O)(=O)c3ccccc3C)ccc21,-5%,-10%,14%,-6%,-11%,-66%[inhibitor],-10%[38.3 µM]
O=C(NCC(=O)N(c1ccc2c(c1)OCO2)C(C(=O)NC1CCCC1)c1ccncc1)c1ccco1 (configuration not stated),-1%,2%,12%,2%,8%,-1%,-8%[38.3 µM]
O=C(OC(C(=O)NC1CCCC1)c1ccc(F)cc1)c1ccno1 (configuration not stated),13%,2%,6%,4%,-6%,-2%[10 µM],5%[38.3 µM]
Cc1ccc(S(=O)(=O)Cc2ccc(C(=O)N3CCN(c4ccccn4)CC3)o2)cc1,-4%,-3%,5%,-8%,-9%,-38%,-9%[38.3 µM]
C/C(=N\NC(=O)c1ccco1)c1ccc(NC(=O)c2ccccc2)cc1,?,3%,36%[activator],-11%,1%,-159%[inhibitor],-20%
Cc1ccc(Cl)cc1N1CCN(C(=O)Cn2ccc3ccccc3c2=O)CC1,4%,-2%,·,-2%,-2%,-5%,·
COc1ccc(Oc2cc(F)nc(N)n2)cc1,5%,0%,1%,8%,-1%,-8%,0%[38.3 µM]

Additional structures follow.
Second line of a record – HTT aggregate | GAA spleen mod | RGS12 GoLoco inh | GAA glycogen | GAA inhib | HTT ATP protect | IMPase Li inh
> COC(=O)CC1Sc2ccccc2NC1=O (configuration not stated)
→ ? | 3% | 6% | -3% | -3% | -13%[10 µM] | 24%[38.3 µM]
> CCCCCC(=O)Nc1ccc(-c2csc(N)n2)cc1
→ -5% | -4% | -2% | -9% | ? | -35%[inhibitor] | -3%
> O=C(/C=C1\C(=O)Nc2ccccc21)/C=C1\C(=O)Nc2ccccc21
→ -7%[9.22 µM] | 2% | -25% | 0% | -4% | 21%[10 µM] | ·
> O=C(NC(=S)Nc1cccc(Cl)c1N1CCCC1)c1ccc(-c2cccc([N+](=O)[O-])c2)o1
→ ? | -4% | 19% | 27% | -10% | -51%[inhibitor] | 13%[38.3 µM]
> Cc1nc2c3ccccc3n(CCN3CCCCC3)c2s1
→ 22% | -9% | -1% | 0% | 5% | -19% | 30%[38.3 µM]
> Nc1ccc(N2CCN(CCCCN3C(=O)C4CCCN4C3=O)CC2)cc1 (configuration not stated)
→ 11% | 5% | 6% | -5% | 5% | · | 16%
> O=c1[nH]c(C(F)(F)F)nc2c1nnn2Cc1ccccc1F
→ -11% | -6% | 9% | -3% | 5% | -5% | 20%[38.3 µM]
> Cc1noc(C)c1COc1ccc(C(=O)OCc2nnc(-c3ccc(Cl)cc3)o2)cc1
→ 7% | 7% | · | 4% | -9% | -4% | ·
> CCOc1ccc(S(=O)(=O)NCc2ccccc2OC)cc1
→ -1% | -6% | 3% | -5% | ? | -10% | 9%
> O=C(Nc1ccc(F)cc1)NC1(C(=O)NCc2ccc3c(c2)OCO3)CCCCC1
→ -14% | -3% | 0% | 5% | -6% | -2%[1.9 µM] | 16%
> Cc1cc(=O)oc(C)c1C(=O)NCC1COc2ccccc2O1 (configuration not stated)
→ 4% | -10% | 11% | 15% | 5% | -43%[inhibitor] | 1%[38.3 µM]
> O=C(N/N=C/c1ccc(OCCCF)cc1)c1cc(OCC(F)(F)F)ccc1OCC(F)(F)F
→ 6% | -14% | 6% | 1% | 1% | -21% | -2%[38.3 µM]
> O=C(CNC(=O)c1cccs1)OCC(=O)c1ccc(Br)cc1
→ -10% | · | 8% | 10% | -1% | -27% | 13%

Not all compounds are listed. The share of hits here may be higher or lower than overall.
